BoNT-F LC inh – inhibitors of Botulinum neurotoxin F light chain protease | inhibition, % at 10 µM | hit rate 0.22% among 360,000 | AID 588497 | Multiplex microsphere protease cleavage assay, flow cytometry; in the data active = inhibition above about 35%, passing the limit was not always enough; inconclusive = no clear call, values can overlap the other calls; note: plate controls were buffer without enzyme for full effect and enzyme alone for no effect
PfHsp40 rescue – rescue of PfHsp40-mediated yeast toxicity; growth rescue, % at 12.5 µM; S. cerevisiae expressing PfHsp40, growth rescue, ATP luminescence; hit rate 0.68% among 340,000; AID 504582; in the data active = growth rescue above about 28%, passing the limit was not always enough; inconclusive = no clear call, values can overlap the other calls;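 note: yeast W303a lacking pdr1 and pdr3 grown in galactose medium; growth measured after three days at 30 °C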
FadD28 binding – M. tuberculosis FadD28 bisubstrate binding inhibition. FadD28 bisubstrate probe binding, fluorescence polarization. inhibition, % at 12.5 µM. hit rate 0.22% among 360,000. AID 588549; in the data active = inhibition above about 8.5%, passing the limit was not always enough; inconclusive = no clear call, values can overlap the other calls
TcdB inh – TcdB glycohydrolase inhibition; inhibition, % at 9.99 µM; AID 652162; hit rate 0.24% among 350,000; TcdB glycohydrolase enzymatic assay, plate reader; in the data active = inhibition above about 10%
Target sequence (P18177 whole entry, looked up): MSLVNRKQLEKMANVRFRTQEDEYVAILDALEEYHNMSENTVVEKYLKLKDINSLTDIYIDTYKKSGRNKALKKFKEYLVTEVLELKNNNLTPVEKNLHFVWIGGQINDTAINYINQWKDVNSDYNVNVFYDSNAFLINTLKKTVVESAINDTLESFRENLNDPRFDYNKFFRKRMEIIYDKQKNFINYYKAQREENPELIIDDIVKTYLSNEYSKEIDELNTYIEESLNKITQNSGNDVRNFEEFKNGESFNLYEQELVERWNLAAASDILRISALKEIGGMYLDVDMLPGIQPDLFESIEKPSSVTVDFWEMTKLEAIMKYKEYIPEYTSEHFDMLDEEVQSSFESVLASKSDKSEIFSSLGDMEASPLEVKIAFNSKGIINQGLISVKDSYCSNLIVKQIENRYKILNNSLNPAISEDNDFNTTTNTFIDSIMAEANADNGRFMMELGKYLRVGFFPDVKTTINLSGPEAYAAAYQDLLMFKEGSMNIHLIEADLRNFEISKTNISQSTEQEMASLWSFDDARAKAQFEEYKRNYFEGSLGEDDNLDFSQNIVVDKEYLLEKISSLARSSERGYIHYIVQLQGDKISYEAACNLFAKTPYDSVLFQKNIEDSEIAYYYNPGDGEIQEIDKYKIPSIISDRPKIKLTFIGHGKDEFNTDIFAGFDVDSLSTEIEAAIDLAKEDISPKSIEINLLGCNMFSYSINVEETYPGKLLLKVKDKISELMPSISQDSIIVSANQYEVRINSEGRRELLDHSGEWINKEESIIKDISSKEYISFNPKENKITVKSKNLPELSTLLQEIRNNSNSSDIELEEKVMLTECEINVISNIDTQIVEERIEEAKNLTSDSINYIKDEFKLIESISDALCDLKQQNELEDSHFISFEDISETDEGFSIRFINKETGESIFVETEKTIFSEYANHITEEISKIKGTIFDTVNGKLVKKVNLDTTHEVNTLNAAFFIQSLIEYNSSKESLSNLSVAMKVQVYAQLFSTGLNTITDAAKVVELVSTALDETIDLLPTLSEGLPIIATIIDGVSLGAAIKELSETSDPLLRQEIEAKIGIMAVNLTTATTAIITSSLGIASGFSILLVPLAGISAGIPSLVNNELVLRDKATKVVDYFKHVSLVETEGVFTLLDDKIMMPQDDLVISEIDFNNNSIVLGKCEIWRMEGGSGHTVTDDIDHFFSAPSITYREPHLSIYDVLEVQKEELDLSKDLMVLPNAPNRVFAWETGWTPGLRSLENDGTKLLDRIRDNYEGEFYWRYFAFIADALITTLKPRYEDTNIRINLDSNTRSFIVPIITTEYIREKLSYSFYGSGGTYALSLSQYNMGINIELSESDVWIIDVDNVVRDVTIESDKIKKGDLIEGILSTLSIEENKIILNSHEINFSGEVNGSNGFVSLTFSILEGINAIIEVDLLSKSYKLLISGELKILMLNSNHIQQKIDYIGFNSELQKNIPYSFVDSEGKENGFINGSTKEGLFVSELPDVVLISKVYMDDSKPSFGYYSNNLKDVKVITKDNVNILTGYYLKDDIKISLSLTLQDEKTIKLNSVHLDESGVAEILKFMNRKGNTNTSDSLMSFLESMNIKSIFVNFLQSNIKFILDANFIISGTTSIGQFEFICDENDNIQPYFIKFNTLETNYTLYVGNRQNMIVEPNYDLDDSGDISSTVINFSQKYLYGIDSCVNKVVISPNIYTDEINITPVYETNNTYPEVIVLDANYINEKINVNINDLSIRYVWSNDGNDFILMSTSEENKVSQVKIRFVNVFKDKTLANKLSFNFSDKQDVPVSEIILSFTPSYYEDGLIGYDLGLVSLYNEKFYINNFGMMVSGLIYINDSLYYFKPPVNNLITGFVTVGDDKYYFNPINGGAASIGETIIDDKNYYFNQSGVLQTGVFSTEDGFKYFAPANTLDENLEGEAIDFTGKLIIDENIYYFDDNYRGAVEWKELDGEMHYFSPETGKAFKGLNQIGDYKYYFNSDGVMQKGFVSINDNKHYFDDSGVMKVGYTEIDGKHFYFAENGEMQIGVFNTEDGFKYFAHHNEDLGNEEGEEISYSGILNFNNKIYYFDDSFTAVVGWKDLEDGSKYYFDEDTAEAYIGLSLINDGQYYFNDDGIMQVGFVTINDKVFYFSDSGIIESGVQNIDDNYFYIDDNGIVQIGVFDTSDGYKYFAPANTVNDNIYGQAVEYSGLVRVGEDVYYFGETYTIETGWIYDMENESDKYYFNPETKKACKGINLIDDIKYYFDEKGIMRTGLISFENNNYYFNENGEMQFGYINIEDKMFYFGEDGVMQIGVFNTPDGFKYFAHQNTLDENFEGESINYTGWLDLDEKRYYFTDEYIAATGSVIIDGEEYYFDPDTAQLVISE
Anthrax LF prot – inhibitors of Bacillus anthracis lethal factor protease. multiplex microsphere protease cleavage assay, LF. inhibition, % at 10 µM. hit rate 0.12% among 360,000; note: plate controls were buffer without enzyme for full effect and enzyme alone for no effect
Yp Topo-I inh – inhibitors of Yersinia pestis topoisomerase I | hit rate 0.064% among 360,000 | activity, % at 10 µM | Y. pestis Topo-I cleavage product accumulation, plate reader; in the data active = activity above about 50%, passing the limit was not always enough; inconclusive = no clear call, values can overlap the other calls; note: inactives centre near 2
BoNT A protease – BoNT A light chain protease inhibition; hit rate 0.17% among 360,000; multiplex microsphere protease substrate cleavage, flow cytometry; AID 588499; inhibition, % at 10 µM; note: plate controls were buffer without enzyme for full effect and enzyme alone for no effect
PrPC surface inh – reduces human prion protein on the cell surface. cell surface PrPC, TR-FRET read-out. hit rate 0.43% among 370,000. AID 720596. inhibition, % at 13.8 µM; in the data active = inhibition above about 24%; note: 0% = median of the test wells and 100% = reference compound wells
CCHF vOTU inh – CCHFV vOTU protease inhibition; Pep-AMC fluorescence; AID 651958; hit rate 0.55% among 370,000; inhibition, % at 11.5 µM; in the data active = inhibition above about 30%; note: 0% = vehicle wells with enzyme and 100% = no enzyme wells
* marks the source's active call; other numbers are inactive results; ? = inconclusive; · = not tested or not shown; & = joins results of further samples. Cut-off read from the data, not from the text of the source, unless noted: active = inhibition above about 30%; inconclusive = no clear call, values can overlap the other calls; inactive = below that. Rows were taken by chance (roughly 2.3% active in at least one column).

SMILES	BoNT-F LC inh	PfHsp40 rescue	FadD28 binding	TcdB inh	Anthrax LF prot	Yp Topo-I inh	BoNT A protease	PrPC surface inh	CCHF vOTU inh
O=C(NCc1ccccc1)C1=C[C@H](C2CCCCC2)C[C@H](OCCCCO)O1	4	0.7	-1.0	0.8	0	39	0.5	-6	-1
COC(=O)c1ccccc1NC(=O)CSc1ccccc1	-7	2.0	-2.0	·	1	20	0.1	3	1
CC(C)C[C@H](NC(=O)NCCc1ccc(Cl)cc1)C(=O)O	-7	-2.6	-0.8	·	-1	-1	-1.3	-4	-3
Cc1ccc(NC(=O)CN(C)C(=O)/C=C/c2cccc(F)c2)cc1	5	-0.9	0.1	1.5	-4	-9	0.6	-7	1
COc1ccc(NC(=O)C2Cc3c(-c4cccc(F)c4)ccnc3O2)cc1 (stereo not given)	-1	·	0.4	1.5	-2	22	-0.7	8	5
CCCCNC(=O)c1cn(C)c2ccc(S(=O)(=O)N3CC(C)CC(C)C3)cc2c1=O (stereo not given)	0	0.8	-2.0	·	-3	4	0.8	·	·
Cc1nn(-c2ccc(F)cc2)c(Cl)c1/C=C/C(=O)OCC(=O)Nc1ccc(F)cc1F	1	0.4	-1.2	·	3	22	0.3	-3	-1
COc1ccc(N2CCN(c3nc4ccccc4n3CC(=O)c3ccccc3)CC2)cc1	-6	-1.1	-2.6	·	-12	-10	-0.4	2	1
COc1ccc(C2=NOC(C(=O)Nc3cccnc3Cl)C2)cc1 (stereo not given)	4	-2.3	-6.0	1.4	0	-1	0.8	11	-6
Fc1ccc(-c2ncc3ccccn23)cc1	-1	1.7	0.4	1.0	15	-8	36*	-8	-12
Cc1ccc(OCC(=O)N2CCCC(N3CCN(c4ccc(F)cc4)CC3)C2)cc1 (stereo not given)	-6	-0.8	-1.9	1.4	-6	11	-3.4	-16	12
CCS(=O)(=O)c1nnnn1-c1ccccc1S(C)(=O)=O	3	0.7	0.2	1.8	2	5	-0.4	-6	0
COC(=O)CN1C(=O)C(C)(C)Oc2ccc(C(=O)Nc3cccc(OC)c3)cc21	-14	0.4	-0.9	6.1	9	7	-0.5	4	-7
C=CC(=O)Nc1cccc(Nc2nc(N[C@H]3CC[C@H](N(C)C)CC3)nc3c2ncn3C(C)C)c1	2	-1.4	3.3	·	-10	-15	-0.4	·	·
CCCCN(C(=O)COC(=O)c1ccccc1)c1c(N)n(CCC)c(=O)[nH]c1=O	-3	-0.9	0.3	1.1	0	5	-0.7	5	-2
CCn1cnc2c1c(=O)n(CC(=O)O)c(=O)n2Cc1ccccc1	-7	-1.2	-1.0	0.2	15	4	2.5	3	-14
O=C(Cc1ccccc1)Nc1ncccn1	3	-0.8	-1.7	-0.8	-3	-8	0.1	-6	3
CC(C)(C)n1ncc2c(=O)n(CC(=O)NCc3ccco3)cnc21	1	1.6	-2.2	·	-1	-5	0.7	2	-13
Cc1cccc(C)c1OCC(O)CN (stereo not given)	-3	-2.1	-1.8	·	1	-1	0.1	5	12
CCOc1cc(CNCCSc2nnnn2C)cc(Br)c1OCc1ccccc1	-18	5.3	-7.3	·	-6	22	0.1	-4	0
Clc1ccc(Oc2ncnc3oc(-c4ccccc4)cc23)cc1	4	1.3	-2.1	·	3	2	1.7	-4	5
O=C(CCC1CCCN(c2ncccn2)C1)NCc1ccccc1F (stereo not given)	-4	-0.3	-2.3	0.4	-1	-2	-0.5	-3	-6
Cn1c(CNc2nc(-c3ccccc3)cs2)nnc1SCC(=O)c1ccccc1	-10	-0.2	-2.6	·	-1	41	1.1	-4	15
Cc1ccc(Nc2nc(NCCO)nc(N3CCCC3)n2)cc1	5	-1.4	-1.2	1.5	-7	-7	-0.2	7	5
CC1(C)CC(=O)/C(=C(\O)c2ccccc2)C(=NCCO)C1	9	0.2	-2.7	·	4	3	1.2	1	7
Cc1cc2nc(C)n(CCCNC(=O)Nc3ccc(F)cc3)c2cc1C	-7	-1.2	-0.4	·	-4	3	0.7	4	2
Cc1ccc(-c2nc(CSCC(=O)Nc3cc(C)on3)c(C)o2)cc1	-1	-0.3	-2.8	1.9	-4	11	-0.5	5	11
Cn1cc(CN2CCCC(C(=O)c3ccc(-c4ccccc4)c(F)c3)C2)cn1 (stereo not given)	-1	0.6	-2.8	0.9	0	12	0.4	-3	-12
O=C(CSc1ccccc1)NCCc1ccc(F)cc1	-7	0.9	0.0	1.8	-17	-2	-2.4	9	3
C=C(C)c1cccc(C(C)(C)NC(=O)Nc2ccc(C(C)=O)cc2)c1	-13	1.8	-1.8	·	-2	8	-1.7	10	21

Part of the list above in order of molar mass, ascending.
SMILES	BoNT-F LC inh	PfHsp40 rescue	FadD28 binding	TcdB inh	Anthrax LF prot	Yp Topo-I inh	BoNT A protease	PrPC surface inh	CCHF vOTU inh
O=C(Cc1ccccc1)Nc1ncccn1	3	-0.8	-1.7	-0.8	-3	-8	0.1	-6	3
CC1(C)CC(=O)/C(=C(\O)c2ccccc2)C(=NCCO)C1	9	0.2	-2.7	·	4	3	1.2	1	7
O=C(CSc1ccccc1)NCCc1ccc(F)cc1	-7	0.9	0.0	1.8	-17	-2	-2.4	9	3
Clc1ccc(Oc2ncnc3oc(-c4ccccc4)cc23)cc1	4	1.3	-2.1	·	3	2	1.7	-4	5
CCn1cnc2c1c(=O)n(CC(=O)O)c(=O)n2Cc1ccccc1	-7	-1.2	-1.0	0.2	15	4	2.5	3	-14
CC(C)(C)n1ncc2c(=O)n(CC(=O)NCc3ccco3)cnc21	1	1.6	-2.2	·	-1	-5	0.7	2	-13
O=C(CCC1CCCN(c2ncccn2)C1)NCc1ccccc1F (stereo not given)	-4	-0.3	-2.3	0.4	-1	-2	-0.5	-3	-6
Cc1cc2nc(C)n(CCCNC(=O)Nc3ccc(F)cc3)c2cc1C	-7	-1.2	-0.4	·	-4	3	0.7	4	2
Cc1ccc(-c2nc(CSCC(=O)Nc3cc(C)on3)c(C)o2)cc1	-1	-0.3	-2.8	1.9	-4	11	-0.5	5	11
Cn1cc(CN2CCCC(C(=O)c3ccc(-c4ccccc4)c(F)c3)C2)cn1 (stereo not given)	-1	0.6	-2.8	0.9	0	12	0.4	-3	-12
Cn1c(CNc2nc(-c3ccccc3)cs2)nnc1SCC(=O)c1ccccc1	-10	-0.2	-2.6	·	-1	41	1.1	-4	15
CCOc1cc(CNCCSc2nnnn2C)cc(Br)c1OCc1ccccc1	-18	5.3	-7.3	·	-6	22	0.1	-4	0

Following part:
SMILES	BoNT-F LC inh	PfHsp40 rescue	FadD28 binding	TcdB inh	Anthrax LF prot	Yp Topo-I inh	BoNT A protease	PrPC surface inh	CCHF vOTU inh
CCOC(=O)c1ccc(NC(=S)NCc2ccccc2)cc1	?	6.7	1.7	2.8	7	1	-0.3	-1	-2
CCCCCn1c(SCCc2ccccc2)nc2c1c(=O)[nH]c(=O)n2C	1	1.4	-0.5	·	0	35	0.1	1	3
O=C(Cn1cc(C(=O)C(F)(F)F)c2ccccc21)NCc1ccco1	4	0.9	-3.6	0.9	-4	9	0.3	-3	7
CCOC(=O)C1=C(NC(=S)NC(=O)c2ccccc2)c2ccccc2CC12CCCC2	-3	20	3.5	-3.0	0	32	-0.1	15	3
Cc1ccc(C(=O)O/N=C(\c2ccccc2)c2ccncc2)cc1	-9	-1.1	-2.2	1.4	-2	-4	-0.4	6	-11
CC(C)(C)C(=O)CSc1nnc(Nc2ccccc2)s1	-2	1.3	-4.5	1.9	0	7	-0.3	7	8
CCN(c1cccc(C)c1)S(=O)(=O)c1ccc2c(c1)CCN2C(C)=O	-5	-0.3	-3.5	·	-2	18	-0.8	-6	2
CC(C)(C)c1ccc(OCC(O)CN2CCN(C(=O)c3ccccc3)CC2)cc1 (stereo not given)	11	0.1	-2.9	1.3	-13	22	-4.0	-3	-6
Cc1cccc(OCC(=O)N(Cc2cccs2)C2CCS(=O)(=O)C2)c1 (stereo not given)	10	0.7	-0.6	·	6	4	0.5	3	7
C[C@H](NC(=O)[C@@H]1CCCN1C(=O)OC(C)(C)C)c1ccccc1	5	·	·	0.2	4	·	-0.1	-2	-5
COCCCNc1nc2c(c(=O)n(Cc3ccc(OC)cc3)c(=O)n2C)n1C	-12	-0.2	·	-7.3	2	7	-1.0	5	7
Cc1cc(C)n2ncc(/C(N)=N/OC(=O)Nc3ccccc3)c2n1	-6	0.1	-1.3	1.2	-1	-3	-0.4	-2	3
Cc1ccccc1NC(=O)CCC(=O)N/N=C/c1c[nH]c2ccccc12	-8	-0.5	0.8	0.4	-2	-15	0.5	-10	4
Cc1cc2c(c(=O)n1Cc1cccnc1)C(Cc1ccccc1)C(C#N)=C(N)O2 (stereo not given)	6	-1.1	-2.3	·	-5	-5	0.3	-1	-17
O=C(OCC#CCSc1nnc(-c2ccc(Br)cc2)o1)c1ccco1	6	1.4	-4.1	·	3	2	0.0	1	-7
CN(C)CCNc1nc(-c2ccccc2CO)c2sccc2n1	-2	·	-3.4	0.8	1	2	0.2	-13	-24
COc1ccc(S(=O)(=O)N2CCn3c2nc2ccccc23)cc1	-8	1.1	0.4	·	0	5	-0.3	-5	3
Cc1ccc(NC(=O)NCc2ccc3c(c2)OCO3)cc1C	-3	-1.1	-4.4	0.0	-1	2	-0.1	-2	-18
COc1ccc(NC(=O)c2cc(F)c(F)cc2Cl)cc1Cl	4	-1.1	-0.8	-0.1	9	6	1.0	3	-5
Cc1ccc(CNC(=O)CSc2nnc3c(n2)[nH]c2ccc(F)cc23)cc1	3	-0.9	-2.6	3.0	-2	8	-1.2	-2	6
CCOc1ccc(C(=O)Nc2cc(Cl)ccc2-n2cncn2)cc1OC	-6	-1.3	-4.5	0.2	?	-8	2.9	1	5
CC(=O)[C@H]1CC[C@H]2[C@@H]3CC=C4C[C@@H](OS(=O)(=O)O)CC[C@]4(C)[C@H]3CC[C@]12C	7	1.1	-2.3	0.5	-7	5	0.6	-1	11
CCOC(=O)C1(CC2CCCCO2)CCN(Cc2nc3ccccc3nc2C)CC1 (stereo not given)	-6	0.8	-2.3	1.5	-4	6	0.5	-8	9
CCN(CC)S(=O)(=O)c1ccc(C(=O)NCCOC(=O)c2ccc(F)cc2F)cc1	34	0.4	-1.2	0.5	-2	13	3.2	0	1
N=c1c(-c2nc3ccccc3[nH]2)cc(C(=O)c2cccs2)nn1-c1ccccc1	-5	0.1	-3.9	·	-7	3	0.2	·	·
CCN1CCN(Cc2ccc(NC(=O)c3ccc(C)c(NC(=O)C[C@@H]4NC(=O)[C@H](Cc5ccccc5)NC4=O)c3)cc2C(F)(F)F)CC1	-8&-7	0.1	-5.1&-3.7	-0.4&1.5	-3&-4	-1&-1	-0.2&0.0	-7&4	5&-3
O=c1[nH]c(SCc2ccc(OC(F)(F)F)cc2)nc2c1CCC2	-5	·	-2.8	1.1	-8	-5	-0.1	-1	3
COc1ccc([C@H]2C[C@@H](O)[C@H](n3cc(C4CC4)nn3)CN2C(=O)C2CCCCC2)cc1	2	·	-1.6	1.1	2	1	0.1	7	-7
O=C(N/N=C/c1ccccc1)c1cc(=O)[nH]c2ccccc12	1	-0.6	-2.7	0.0	0	3	0.5	2	1
COc1cccc(OCC(O)CN2CCN(CCO)CC2)c1 (stereo not given)	-2	0.2	-0.9	·	0	-4	0.3	1	2
Cc1ccc(Nc2ccc(C(N)=O)cc2[N+](=O)[O-])cc1	-3	0.6	-1.3	·	-2	6	-0.2	-33	-3
CNC(=O)CSc1nnc(-c2ccco2)n1-c1cc(C)ccc1C	?	0.3	-3.4	0.3	-7	-15	-8.3	0	1
O=C(Nc1ccc(F)cc1)C1CCN(S(=O)(=O)c2ccc3[nH]c(=O)oc3c2)CC1	-7	-1.1	-2.6	1.7	-3	-3	-0.5	3	-12
Cc1cc(C)n(-c2ccc([N+](=O)[O-])cc2-c2nn[nH]n2)n1	-1	0.8	0.8	0.3	5	-3	0.3	-23	1

Source: PubChem
